Assay outcomes (PubChem BioAssay)
PMI inhibitors – inhibitors of human PMI, primary screen, biochemical, fluorescence intensity, coupled assay (AID 1209); purified PMI enzyme, coupled fluorescence intensity; higher % means a stronger effect; inhibition, % at 20 µM; hits with a dose series show IC50 in µM; 0.42% of 190,000 active; Mannose-6-phosphate isomerase (Homo sapiens);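 also: plate controls were DMSO vehicle for no effect and wells lacking substrate for full effect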
TNAP activators – human TNAP enzyme activators, primary screen, biochemical, luminescent, no phosphate acceptor, uHTS (AID 1001); Alkaline phosphatase, tissue-nonspecific isozyme (Homo sapiens); purified TNAP, luminescent activation assay, no phosphate acceptor; higher activation fold means a stronger effect; activation fold at 20 µM, or EC50 in µM where a hit was titrated; 0.03% of 200,000 active; in the data active = activation fold from about 3, or a potency from the dose series; inactive = the rest, 99 in 100 with activation fold below about 1.6; also: many of its hits are not listed in these tables
West Nile virus CPE – West Nile virus antiviral activity, cell-based, CPE readout (AID 1621); 0.02% of 290,000 active; West Nile virus-infected cells, CPE inhibition; higher % means a stronger effect; CPE inhibition, % at 10 µM; hits with a dose series show IC50 in µM; in the data active = a potency from the dose series; inconclusive = CPE inhibition mostly from about 3.7% at the one dose, without a potency; inactive = the rest, 99 in 100 with CPE inhibition below about 2.2%; also: strong numbers were not always called active
RSV antiviral HEp-2 – RSV antiviral activity via CPE protection, HEp-2 cells, primary 10 µM value included (AID 2391). CPE inhibition, % at 10 µM, or IC50 in µM where a hit was titrated. HEp-2 cells, RSV-induced CPE inhibition; higher % means a stronger effect. 0.13% of 310,000 active; in the data active = a potency from the dose series; inconclusive = CPE inhibition mostly from about 23% at the one dose, without a potency; inactive = the rest, 99 in 100 with CPE inhibition below about 21%; also: strong numbers were not always called active
Salmonella PhoP GFP – inhibitors of PhoP regulon expression, primary screen, Salmonella Typhimurium, GFP reporter (AID 1863); S. Typhimurium PhoP-regulated promoter GFP reporter, 4 h; higher % means a stronger effect; one-dose inhibition, % at 50 µM; IC50 in µM for titrated hits; 0.16% of 300,000 active;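 active = inhibition over 29.93%, a cutoff 3 SD above the screen mean, later confirmed by dose response; inconclusive = inhibition over 29.93% but no dose response follow-up; inactive = inhibition at most 29.93% or unconfirmed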;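 also: 0% = low Mg2+ inducing control and 100% = high Mg2+ repressing control; strong numbers were not always called active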
PMI inhibition – human PMI inhibitors, high substrate, primary screen, biochemical, fluorescence intensity, high mannose 6-phosphate (AID 1220); recombinant PMI enzyme, coupled fluorescence intensity; higher % means a stronger effect; inhibition, % at 20 µM, or IC50 in µM where a hit was titrated; 0.66% of 190,000 active
SV40 large T antigen – SV40 large T antigen inhibitors, biochemical (AID 1903); SV40 large T antigen ATPase/helicase inhibition assay; higher % means a stronger effect; one-dose inhibition, % at 20 µM; IC50 in µM for titrated hits; 0.39% of 310,000 active; in the data active = a potency from the dose series; inconclusive = inhibition mostly from about 32% at the one dose, without a potency; inactive = the rest, 99 in 100 with inhibition below about 32%; also: strong numbers were not always called active
Insulin prom up – insulin promoter activators in MIN6 cells, imaging, high-content screening, mouse beta cells. MIN6 insulin promoter-GFP reporter; hits give high values. z-score at 5 µM. 0.3% of 190,000 active;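 active = z-score above 3 at 5 µM with at least 500 cells counted in the well; inconclusive = wells under 500 cells, flagged as cytotoxic or low count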
CSM14.1 death rescue – rescue of cells from ER stress-induced death, primary screen, 384-well, CSM14.1, thapsigargin, ATP luminescence (AID 1222) | CSM14.1 thapsigargin-induced death rescue, ATP luminescence; higher % means a stronger effect | 190,000 tested, under 10 active | cellular ATP content (survival), % at 20 µM; hits with a dose series show EC50 in µM;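 active = EC50 below 50 µM in the dose-response confirmation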;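 also: death triggered by thapsigargin at about 15 µM added after 2 h compound pretreatment; cell ATP read after overnight thapsigargin exposure of roughly 18 to 22 hours; normalized against plate controls of thapsigargin alone and 5% DMSO vehicle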
Insulin prom up cell count – second read-out of Insulin prom up, no call of its own (marks repeat the call); cell count; measured here: cytotoxicity, nuclei count;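 total cells summed across four imaged fields per well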
* hit, by the source's call; ? = inconclusive; . = not tested or not shown. Rule as the data show it, unless noted: active = inhibition above about 50%; inactive = the rest. Random draw from the library; any-hit rate near 1.5%.

entry	canonical_smiles	Insulin prom up cell count	SV40 large T antigen	RSV antiviral HEp-2	CSM14.1 death rescue	Insulin prom up
1	O=C(CN1C(=O)CCSc2ccccc21)Nc1cccc(F)c1	1276	1%	-0.4%	1.2%	-0.31
2	Cc1c(C(=O)Nc2cccc(S(=O)(=O)N3CCCC3)c2)oc2ccccc12	1019	2%	0.7%	.	-0.43
3	COc1ccc(/C=C2/C(=O)N(c3ccccc3)N=C2C)c(OC)c1	.	12%	0.3%	.	.
4	N#Cc1ccc(NC(=O)c2nc(-c3ccccc3)n(-c3ccccc3)n2)cc1	960	11%	0.3%	-0.9%	-0.02
5	Cc1sc2ncnc(N(C)CCc3ccccn3)c2c1C	865	6%	4.1%	.	-0.05
6	O=c1c2ccccc2sn1-c1ccc(S(=O)(=O)N2CCCC2)cc1	1251	9%	8.1%	-0.3%	0.96
7	CCOC(=O)N1CCN(S(=O)(=O)c2ccc(C(=O)N(CCN(CC)CC)c3nc4c(C)cccc4s3)cc2)CC1	.	5%	-0.5%	.	.
8	CCCc1nnc(SCc2ccc(C(=O)OC)o2)n1N	1125	-6%	0.3%	-1.7%	1.2
9	COc1ccc(C(=O)OCC(=O)c2ccc(C)c(S(=O)(=O)N3CCOCC3)c2)cc1OC	1049	2%	2.6%	.	0.09
10	CCCNC(=O)C1(CC2CC(c3ccccc3)=NO2)CCN(C(=O)C2(C)CC2)CC1 (stereo not given)	.	22%	0.5%	.	.

entry	Salmonella PhoP GFP	PMI inhibitors	TNAP activators	PMI inhibition	West Nile virus CPE
1	4%	1%	1	-1%	-0.5%
2	-8%	.	.	.	-0.3%
3	-1%	.	.	.	0.1%
4	4%	7%	1.1	2%	0.1%
5	-7%	.	.	.	-0.2%
6	5%	42%	1	5%	-0.6%
7	9%	.	.	.	0.1%
8	23%	0%	1	-6%	0.2%
9	-13%	.	.	.	0.2%
10	-3%	.	.	.	-0.2%

Next part:
entry	canonical_smiles	Insulin prom up cell count	SV40 large T antigen	RSV antiviral HEp-2	CSM14.1 death rescue	Insulin prom up
11	Cc1cccc(N2CCN(C(=O)c3ccc(CS(=O)Cc4ccc(Cl)cc4)o3)CC2)c1C (stereo not given)	.	7%	9.7%	.	.
12	CC(C)C(=O)Nc1ccc2c(c1)nc(CCN1CCN(C)CC1)n2C	824	.	0.9%	0.5%	-1.1
13	Cc1ccc(CCN=c2c([N+](=O)[O-])nn(-c3ccccc3)n2O)cc1	1482	5%	20%	-1.7%	-0.17
14	Cc1ccc(NC(=O)CCN2CCN(CCO)CC2)cc1Br	1362	9%	-1.7%	-1.6%	-0.67
15	Cc1cccc(NC(=O)c2cccc(N3C(=O)C4C5CCC(C5)C4C3=O)c2)c1C (stereo not given)	1482	-5%	1.4%	-1.7%	0.5
16	COc1ccc(Cn2c(CCC(=O)NCc3ccco3)nc3cccnc32)cc1	1406	4%	.	-1.3%	-0.12
17	COc1ccc(NC(=O)CSc2nc3c(cc2C#N)CN(C)CC3)cc1	1824	?	9.4%	2.3%	0.55
18	Cc1ccc(S(=O)(=O)N(C)C)cc1NC(=O)COC(=O)c1ccc2c(c1)OCO2	1508	9%	3.4%	-1.9%	-0.4
19	CC(Sc1ccsc1[N+](=O)[O-])C(=O)NCCc1ccc(Cl)cc1 (stereo not given)	834	7%	0.7%	-0.5%	0.24
20	Cn1c(=O)c2c(nc(SCc3ccc(F)cc3)n2C)n(C)c1=O	.	12%	2.0%	.	.

entry	Salmonella PhoP GFP	PMI inhibitors	TNAP activators	PMI inhibition	West Nile virus CPE
11	-7%	.	.	.	-0.5%
12	1%	-5%	1.2	-4%	-0.2%
13	2%	7%	1	6%	0.0%
14	-8%	-1%	1.1	-8%	.
15	5%	1%	1.1	-2%	-1.5%
16	-1%	3%	1.2	5%	0.0%
17	0%	-13%	1.1	-41%	0.3%
18	-6%	7%	1.1	4%	0.0%
19	8%	14%	1.1	6%	1.5%
20	-5%	.	.	.	-0.7%

Next part
entry	canonical_smiles	Insulin prom up cell count	SV40 large T antigen	RSV antiviral HEp-2	CSM14.1 death rescue	Insulin prom up
21	CC(C(=O)NCC1CCCCC1)N(C)CC(=O)Nc1ccc(N2CCOCC2)cc1 (stereo not given)	1247	20%	-2.0%	-1.2%	0.55
22	Clc1cccc(Cl)c1COn1nnc2ccccc21	956	4%	4.2%	-0.5%	0.29
23	CC(C)(C)n1ncc2c(=O)n(Cc3cccc(Cl)c3)cnc21	1153	12%	4.1%	0.1%	0.86
24	C/C(=C/c1ccccc1)C(=O)N1CCN(c2ccc(F)cc2)CC1	.	9%	1.9%	.	.
25	CN(C)CCN(C(=O)c1ccc(Br)s1)c1nc2cc3c(cc2s1)OCCO3	1114	1%	-0.2%	-1.2%	0.97
26	O=C1c2ccccc2C(=O)N1CC(O)COc1ccccc1Cl (stereo not given)	.	9%	0.8%	.	.
27	CCN1CCCc2cc(CN(CCN3CCOCC3)C(=S)Nc3ccc(OC)cc3)ccc21	1285	16%	1.4%	-0.6%	-1.2
28	O=[N+]([O-])c1ccc(Nc2ccccc2F)nc1	1347	.	9.7%	-0.1%	0.23
29	O=Cc1ccc(OC(=O)C2CC(=O)N(c3ccc(F)cc3)C2)cc1 (stereo not given)	870	-3%	-0.1%	-0.7%	0.38
30	COc1ccc(C(=O)NNC(=O)C(=O)Nc2ccc(C)c(Cl)c2)cc1	1231	10%	2.5%	-3.3%	0.63

entry	Salmonella PhoP GFP	PMI inhibitors	TNAP activators	PMI inhibition	West Nile virus CPE
21	-5%	-5%	1.1	1%	-0.7%
22	8%	-7%	1.2	-5%	0.9%
23	-3%	0%	1.1	-4%	-0.1%
24	-7%	.	.	.	-1.0%
25	-1%	-14%	1	-11%	-0.2%
26	0%	.	.	.	0.2%
27	-9%	-5%	1	-2%	-0.4%
28	.	18%	1.1	12%	0.0%
29	9%	-14%	1.1	-16%	-0.2%
30	2%	-4%	2.3	2%	0.5%

(listing goes on)
entry	canonical_smiles	Insulin prom up cell count	SV40 large T antigen	RSV antiviral HEp-2	CSM14.1 death rescue	Insulin prom up
31	CC(C)Cc1nc(C#N)c(N2CCC(C(N)=O)CC2)o1	1169	3%	1.4%	-8.9%	0.64
32	COc1ccc(NC2SC(=O)N(CC(=O)O)C2=O)cc1 (stereo not given)	1380	17%	0.5%	0.9%	-0.65
33	CCOC(=O)n1c(=O)n(Cc2cccc(C)c2)c2ccccc21	1256	-3%	4.3%	0.5%	-0.34
34	COc1ccc(Cn2c(-c3ccco3)nc3oc4ccccc4c(=O)c3c2=O)cc1	1183	9%	1.2%	.	0.12
35	CCOC(=O)c1ccccc1NC(=O)C1CSC2(C)CCC(=O)N12 (stereo not given)	.	12%	0.9%	.	.
36	CCC(C)c1ccc(NC(=O)CN(C)CC(=O)Nc2cccc(OC)c2)cc1 (stereo not given)	1212	24%	?	-0.6%	-0.01
37	O=C(NS(=O)(=O)c1ccccc1)c1ccccc1F	.	5%	-0.5%	.	.
38	CCc1ccc(NC(=O)C(=O)NCCN2CCN(S(=O)(=O)c3ccccc3)CC2)cc1	.	16%	1.0%	.	.
39	Cc1ccc(NC(=O)c2cc(-n3cnnc3)ccc2Cl)c(C)c1	707	6%	4.8%	-7.6%	-2.5
40	CCOC(=O)N1CCN(S(=O)(=O)c2ccc(F)c(C(=O)Nc3ccc(C(C)C)cc3)c2)CC1	1173	5%	1.1%	5.3%	-0.05

entry	Salmonella PhoP GFP	PMI inhibitors	TNAP activators	PMI inhibition	West Nile virus CPE
31	-16%	3%	1	2%	-0.1%
32	0%	3%	1.1	12%	1.1%
33	-1%	-5%	1.1	-2%	-0.6%
34	-8%	12%	1.1	14%	-0.3%
35	-4%	.	.	.	-0.8%
36	-7%	2%	1.1	1%	-1.5%
37	21%	10%	1.1	11%	0.3%
38	3%	.	.	.	0.0%
39	-8%	-3%	1	7%	-0.3%
40	-4%	6%	1.1	4%	-1.2%

Next section
entry	canonical_smiles	Insulin prom up cell count	SV40 large T antigen	RSV antiviral HEp-2	CSM14.1 death rescue	Insulin prom up
41	CCn1c(=O)cc(O)c2c(=O)n(C)c(=O)n(C)c21	1226	0%	1.9%	-1.9%	1.4
42	CCCCC(=O)Nc1ccc(C(=O)Nc2nc(CC(=O)OCC)cs2)cc1	861	3%	1.4%	-3.2%	0.29
43	Cn1c(CNC2CCCCC2)c(C#N)c2ccccc21	1528	1%	0.4%	-0.5%	-0.38
44	CCOc1ccc(CCNC(=O)c2nnn(CC(=O)Nc3ccc(C)cc3)c2N)cc1OCC	.	2%	1.9%	.	.

entry	Salmonella PhoP GFP	PMI inhibitors	TNAP activators	PMI inhibition	West Nile virus CPE
41	29%	0%	0.9	-1%	.
42	-18%	3%	1	-2%	-0.3%
43	18%	-6%	0.9	-1%	-0.4%
44	7%	.	.	.	0.2%

Copied from above: entries 22 to 32
entry	canonical_smiles	Insulin prom up cell count	SV40 large T antigen	RSV antiviral HEp-2	CSM14.1 death rescue	Insulin prom up
22	Clc1cccc(Cl)c1COn1nnc2ccccc21	956	4%	4.2%	-0.5%	0.29
23	CC(C)(C)n1ncc2c(=O)n(Cc3cccc(Cl)c3)cnc21	1153	12%	4.1%	0.1%	0.86
24	C/C(=C/c1ccccc1)C(=O)N1CCN(c2ccc(F)cc2)CC1	.	9%	1.9%	.	.
25	CN(C)CCN(C(=O)c1ccc(Br)s1)c1nc2cc3c(cc2s1)OCCO3	1114	1%	-0.2%	-1.2%	0.97
26	O=C1c2ccccc2C(=O)N1CC(O)COc1ccccc1Cl (stereo not given)	.	9%	0.8%	.	.
27	CCN1CCCc2cc(CN(CCN3CCOCC3)C(=S)Nc3ccc(OC)cc3)ccc21	1285	16%	1.4%	-0.6%	-1.2
28	O=[N+]([O-])c1ccc(Nc2ccccc2F)nc1	1347	.	9.7%	-0.1%	0.23
29	O=Cc1ccc(OC(=O)C2CC(=O)N(c3ccc(F)cc3)C2)cc1 (stereo not given)	870	-3%	-0.1%	-0.7%	0.38
30	COc1ccc(C(=O)NNC(=O)C(=O)Nc2ccc(C)c(Cl)c2)cc1	1231	10%	2.5%	-3.3%	0.63
31	CC(C)Cc1nc(C#N)c(N2CCC(C(N)=O)CC2)o1	1169	3%	1.4%	-8.9%	0.64
32	COc1ccc(NC2SC(=O)N(CC(=O)O)C2=O)cc1 (stereo not given)	1380	17%	0.5%	0.9%	-0.65

entry	Salmonella PhoP GFP	PMI inhibitors	TNAP activators	PMI inhibition	West Nile virus CPE
22	8%	-7%	1.2	-5%	0.9%
23	-3%	0%	1.1	-4%	-0.1%
24	-7%	.	.	.	-1.0%
25	-1%	-14%	1	-11%	-0.2%
26	0%	.	.	.	0.2%
27	-9%	-5%	1	-2%	-0.4%
28	.	18%	1.1	12%	0.0%
29	9%	-14%	1.1	-16%	-0.2%
30	2%	-4%	2.3	2%	0.5%
31	-16%	3%	1	2%	-0.1%
32	0%	3%	1.1	12%	1.1%
